# From PubChem BioAssay
# A549 viability: A549 cytotoxicity, counter-screen for Nrf2 inhibitors; 0.16% of 390,000 active; AID 504648; Potency, µM (titrated, usually from 46 µM), without a hit: at the highest dose activity change, negative = cytotoxicity, usual class: inhibitors; A549 ARE-Fluc cells, CellTiter-Fluor viability, 18-24 h; also: % is scaled to controls: 0 for no effect and ±100 for the full control effect
#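 A549 ARE_Fluc cells in 5% FBS OPTI-MEM were exposed to compounds in concentration-response for 18-24 h at 37 deg C. Viability was read by CellTiter-Fluor fluorescence (Ex 405/Em 525) after 30 min, before the luciferase read.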
# Nrf2 activator: activators of Nrf2 (ARE) signaling. AID 624171. 0.31% of 410,000 active. AREc32 ARE-luciferase reporter (MCF7-derived line), luminescence, 24 h. Potency, µM (series often up to 46.1 µM), without a hit: at the highest dose activation, most hits filed as activators; also: % of control where 0% means no effect; nearly all actives have a fitted effect of over 65% in size
#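 For detection, Steady-Glo was added and plates sat 30 min at RT; before that, AREc32_Fluc cells grown overnight in OPTI-MEM/5% FBS had been treated with 23 nL compound for 24 hr at 37 deg C.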
# Nrf2 block: blocks Nrf2 signaling | A549 ARE-Fluc reporter, luciferase luminescence, 18-24 h | Potency, µM (doses to about 46 µM), without a hit: at the top dose activity change, negative = inhibition, hits mostly inhibitors | 2.1% of 360,000 active; also: % is scaled to controls: 0 for no effect and ±100 for the full control effect; nearly all actives have a fitted effect of over 60% in size
#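 Concentration-response testing used A549 ARE_Fluc cells at 5000 cells/well. Following an 18-24 h compound incubation, viability was read by fluorescence (Ex 405/Em 525) and luciferase output by luminescence.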
# ATXN2 expr inh: reduces ATXN2 reporter expression in HEK-293 cells. HEK-293 ATXN2-luciferase reporter, luminescence, 24 h. Potency, µM (series often up to 57 µM), for the others: at the top dose activity change, negative = inhibition, usual class: inhibitors. 0.72% of 360,000 active; also: % is scaled to controls: 0 for no effect and ±100 for the full control effect; nearly all actives have a fitted effect of over 55% in size
#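 ATXN2-luciferase reporter cells (luciferase flanked by upstream and downstream ATXN2 gene portions) were treated 24 h at 37 °C with compounds at up to 57 uM. SteadyGlo luminescence gave expression; GF-AFC fluorescence gave viability.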
# MCF10A rereplic: inducers of DNA re-replication in MCF 10A breast cells; Potency, µM (highest dose often 46.1 µM), inactives show top-dose activity, positive = re-replication, most hits filed as activators; 2.9% of 350,000 active; MCF 10A DNA re-replication, Hoechst nuclear intensity, 48 h; also: % of control where 0% means no effect; nearly all actives have a fitted effect of over 50% in size
# S2 tox: reduces viability in counter-screen for ATXN expression inhibitors; S2 cells (HEK-293 line with an ATXN2-luciferase reporter) viability, CellTiter-Fluor protease fluorescence, 24 h; Potency, µM (series often up to 56.7 µM), most hits filed as cytotoxic; 0.49% of 400,000 active; AID 651635; also: nearly all actives have a fitted effect of over 40% in size
# HepG2 tox: kills HepG2 cells in TGF-b inhibitor counter-screen; 0.76% of 410,000 active; Potency, µM (series often up to 46.1 µM), without a hit: top-dose activity change, negative = cytotoxicity, hits mostly cytotoxic; HepG2 CAGA-GFP viability, ATP luminescence, 18 h; also: some results filed as inactive show a strong effect at the top dose
#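 CellTiter-Glo luminescence gave cytotoxicity after 18 hours at 37 degrees C. The cells were HepG2 CAGA-GFP in 1% FBS DMEM, stimulated with 500 pg/mL TGF-beta after compound addition. %Activity was normalised to no-cell wells (complete cell-killing) and DMSO (no toxicity), and curves were fitted and classified.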
# TGFb SMAD3 inh: inhibitors of TGF-b signaling | HepG2 CAGA-GFP TGF-b/SMAD3 reporter, GFP fluorescence, 18 h; TGF-beta stimulated, 500 pg/mL final | Potency, µM (highest dose often 46.1 µM), for the others: top-dose activity, negative = inhibition, usual class: inhibitors | 1.2% of 410,000 active | AID 588855; also: % is scaled to controls: 0 for no effect and ±100 for the full control effect; nearly all actives have a fitted effect of over 65% in size
#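 Using HEPG2 CAGA-GFP reporter cells at 1000 cells/well, we pinned test compounds, stimulated with recombinant TGF-beta (500 pg/mL final) and measured total well GFP after 18 h.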
# EPAC2 antag: EPAC2 (human) antagonism. Q8WZA2. EPAC2 GEF exchange of Rap1B-BODIPY-GDP, fluorescence. Potency, µM (titrated, usually from 114 µM), for the others: at the highest dose activity, negative = inhibition, hits mostly inhibitors. 0.18% of 360,000 active. AID 720708; also: % is scaled to controls: 0 for no effect and ±100 for the full control effect; nearly all actives have a fitted effect of over 45% in size; many of its hits are not listed in these tables
# Target sequence (Q8WZA2 whole entry, looked up): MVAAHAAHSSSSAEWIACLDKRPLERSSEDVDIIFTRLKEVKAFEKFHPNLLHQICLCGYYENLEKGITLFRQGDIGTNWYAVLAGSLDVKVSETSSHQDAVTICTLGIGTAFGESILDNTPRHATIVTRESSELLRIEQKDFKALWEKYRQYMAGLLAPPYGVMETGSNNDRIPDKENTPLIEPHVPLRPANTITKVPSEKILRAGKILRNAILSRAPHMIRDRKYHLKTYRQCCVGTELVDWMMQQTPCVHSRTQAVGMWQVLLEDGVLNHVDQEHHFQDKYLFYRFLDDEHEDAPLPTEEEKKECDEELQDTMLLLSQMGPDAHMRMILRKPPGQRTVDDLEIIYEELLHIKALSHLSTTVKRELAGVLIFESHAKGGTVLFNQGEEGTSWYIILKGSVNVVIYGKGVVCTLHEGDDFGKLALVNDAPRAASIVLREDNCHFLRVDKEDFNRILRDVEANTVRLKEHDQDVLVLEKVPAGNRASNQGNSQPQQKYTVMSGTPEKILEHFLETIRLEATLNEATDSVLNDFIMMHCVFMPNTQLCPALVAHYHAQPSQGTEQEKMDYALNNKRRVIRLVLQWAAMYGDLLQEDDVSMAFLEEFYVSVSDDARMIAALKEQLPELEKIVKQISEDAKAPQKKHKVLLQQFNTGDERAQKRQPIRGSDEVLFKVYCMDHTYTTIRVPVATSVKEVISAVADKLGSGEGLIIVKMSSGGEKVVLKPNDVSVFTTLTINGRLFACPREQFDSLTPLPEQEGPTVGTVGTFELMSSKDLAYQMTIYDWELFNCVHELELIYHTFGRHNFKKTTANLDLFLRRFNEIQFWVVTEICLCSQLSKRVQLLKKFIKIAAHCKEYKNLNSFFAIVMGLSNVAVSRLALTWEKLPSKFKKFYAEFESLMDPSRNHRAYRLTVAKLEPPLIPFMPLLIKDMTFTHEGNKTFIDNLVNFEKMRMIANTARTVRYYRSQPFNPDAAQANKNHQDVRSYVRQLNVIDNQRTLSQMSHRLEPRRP
# Starred values were filed as active, the others as inactive; i = inactive; ? = inconclusive; / = no result given; [ ] = remark or other dose. Calls follow the shape of the dose curve; as a rule, active = well fitted curve in the direction sought with a large enough effect; inconclusive = small, poorly fitted or top-dose-only effect, or another doubt; inactive = no such curve, though single readings can be large; an effect the other way counts as inactive or inconclusive. Potency is read from the fitted curve at half-maximal effect. A portion of the library; rates above refer to the full screens.
SMILES,A549 viability,Nrf2 activator,Nrf2 block,ATXN2 expr inh,MCF10A rereplic,S2 tox,HepG2 tox,TGFb SMAD3 inh,EPAC2 antag
CC(=O)c1cccc(N(C(=O)c2ccccn2)C(C(=O)NC2CCCCC2)c2ccccc2)c1 (configuration not stated),-0.4%,-1.0%,2.4%,-9.5%,-7.1%,i,0.7%,9.0%,2.0%
O=C(COc1ccc(Cl)cc1Cl)Nc1cccnc1,-0.8%,-0.4%,?,53.1%[activator],-17.3%,i,-18.0%,-0.4%,-6.8%
COc1ccc(Cl)cc1N=C1NC(=O)CC(C(=O)Nc2ccccc2C(F)(F)F)S1 (configuration not stated),-4.9%,0.3%,-18.0%,-10.4%,/,i,-1.6%,-1.6%,/
Cc1cc2c(OCC(O)CNC3CCCCC3)cccc2[nH]1 (configuration not stated),-1.0%,-1.2%[9.22 µM],2.1%,-17.5%,-10.0%,i,-13.6%,5.9%,23.3%
O=C(NC(=S)NNC(=O)c1cccs1)c1ccco1,-5.1%,-0.4%,?,-6.9%,17.1%,i,-1.0%,-1.6%,4.1%
O=C(Cn1cnc2ccccc2c1=O)NCc1ccc2c(c1)OCO2,?,0.3%,-11.9%,2.2%,6.7%,i,4.0%,7.1%,-1.3%
Cc1cccc(Oc2ncnc(N)c2[N+](=O)[O-])c1,-7.7%,6.1%,-18.4%,10.3%,-2.0%,i,15.8%,-6.9%,4.2%
COc1ccc(-c2nsc3c(N4CCCC4)ncnc23)cc1,-3.6%,0.0%,?,19.2%,7.5%,i,-1.4%,-7.3%,1.2%
CCc1c(C(C)S(=O)(=O)c2ccc(C)cc2)[nH]c(=O)n1-c1ccc(C)cc1 (configuration not stated),-10.6%,4.6%,-21.4%,-0.7%,-5.2%,i,-32.3%,-17.5%,-3.1%
N#CCCn1cc(C=C(C#N)C#N)c(-c2ccc(Cl)cc2)n1,-0.1%,?,8.6%,-20.0%,3.66µM*,i,-6.2%,0.6%,-1.5%
O=C(NC1CCCCC1)c1ccc2c(c1)N(Cc1ccc(Cl)cc1)C(=O)c1ccccc1S2(=O)=O,-3.1%,0.7%,4.2%,8.1%,/,i,4.0%,0.0%,/
O=C(Nc1ccccc1Cl)c1cc(C2CCCCN2C(=O)c2ccccc2)on1 (configuration not stated),/,0.6%,/,-22.6%,/,i,-9.9%,?,6.2%
COc1ccc(S(=O)(=O)N(CC(=O)Nc2cccnc2)c2ccc(Cl)cc2)cc1,-12.9%,6.8%,?,-32.1%,/,i,-21.1%,?,/
Cc1cc(C)cc(N(CC(=O)N2CCCC2)S(C)(=O)=O)c1,2.9%,-0.6%,7.6%,5.8%,-2.5%,i,-7.3%,-1.8%,8.4%
CC(C)Cn1c(=O)n(C)c(=O)c2[nH]cnc21,0.8%,2.6%,-23.1%,0.8%,?,i,-4.1%,22.4%,-11.2%
CCCC(=O)N=C1SC2CS(=O)(=O)CC2N1c1ccc(CC)cc1 (configuration not stated),2.1%,-0.1%,3.9%,4.5%,-2.3%,i,5.9%,16.2%,-6.1%
C[C@@H]1CN([C@H](C)CO)C(=O)CCCn2cc(nn2)CO[C@H]1CN(C)C(=O)Nc1ccccc1C(F)(F)F,/,0.2%,/,4.5%,/,i,-24.9%,24.5%,5.3%
COCCNC(=O)c1ccc(C2SCC(=O)N2Cc2ccco2)cc1 (configuration not stated),-3.9%,0.6%,0.2%,/,-33.6%[inhibitor],i,2.9%,4.2%,0.4%[57.1 µM]
O=C(Nc1ccc2[nH]ncc2c1)C1CCC1,0.7%,0.1%,-6.4%,-5.0%,-1.4%,i,-6.9%,7.4%,1.7%
CCNc1nc(C)c(CN(C(C)=O)c2ccccc2)nc1C#N,3.7%,2.4%,2.4%,-19.0%,-9.4%,/,0.2%,2.3%,15.4%
CCCCN(CC)S(=O)(=O)c1ccc(C(=O)Nc2nnc(-c3cccs3)o2)cc1,-18.0%,-0.2%,2.31µM*,?,?,?,17.0%,-17.8%,3.1%
O=C1CC(c2nc3ccccc3n2CCCCOc2ccccc2)CN1c1ccccc1Cl (configuration not stated),-27.3%,-5.9%,?,?,/,28.2µM*,-45.4%,?,/
O=C(OCc1ccccc1)c1cn(-c2ccccc2)nc1-c1ccncc1,-13.8%,-0.1%,-33.4%,/,6.9%,/,0.0%,-17.0%,1.4%
CCCn1c(N)c(N(CCOC)C(=O)c2cc(C)cc(C)c2)c(=O)[nH]c1=O,-6.3%,0.0%,2.8%,-3.1%,-33.7%[inhibitor],i,-9.8%,-0.3%,1.5%
COc1ccc(CCN(C)CC(O)COc2ccc(C(C)=O)cc2OC)cc1OC (configuration not stated),0.6%,0.0%,-19.4%,-6.2%,10.7%,i,-9.1%,-2.0%,0.0%
Cc1nn(-c2ccccc2)c(-n2cccc2)c1C(=O)NCCc1ccc(Cl)cc1,1.2%,0.4%,-1.5%,-15.2%,/,i,-19.6%,?,/
CC(Oc1ccc2cc(-c3ccccc3)c(=O)oc2c1)C(=O)NCC1CCC(C(=O)O)CC1 (configuration not stated),0.4%,-0.1%,8.4%,4.8%,17.1%,i,-8.9%,13.2%,12.0%
Clc1ccc(N2N=C(c3cccs3)CC2c2ccco2)cc1 (configuration not stated),?,4.7%,/,?,4.61µM*,/,-4.3%,-18.7%,-4.1%
Fc1ccccc1NC(=S)NCc1ccc2c(c1)OCO2,-1.6%,-0.8%,-9.3%,1.1%,-7.3%,i,-34.6%,-42.0%,5.5%
Cc1ccc(S(=O)(=O)N2CCC(C(=O)NCCCN3CCOCC3)CC2)cc1,6.1%,0.2%,3.0%,-2.3%,21.2%,i,18.7%,-0.9%,-0.5%

# Fetched by compound from above:
SMILES,A549 viability,Nrf2 activator,Nrf2 block,ATXN2 expr inh,MCF10A rereplic,S2 tox,HepG2 tox,TGFb SMAD3 inh,EPAC2 antag
O=C(OCc1ccccc1)c1cn(-c2ccccc2)nc1-c1ccncc1,-13.8%,-0.1%,-33.4%,/,6.9%,/,0.0%,-17.0%,1.4%
Clc1ccc(N2N=C(c3cccs3)CC2c2ccco2)cc1 (configuration not stated),?,4.7%,/,?,4.61µM*,/,-4.3%,-18.7%,-4.1%

# Next results.
SMILES,A549 viability,Nrf2 activator,Nrf2 block,ATXN2 expr inh,MCF10A rereplic,S2 tox,HepG2 tox,TGFb SMAD3 inh,EPAC2 antag
CCc1cc2c(N3CCN(c4ccccc4)CC3)ncnc2s1,-10.0%,0.2%,18.4µM*,?,?,i,-9.3%,13.4%,-3.5%
CN(C)S(=O)(=O)N1CCCN(S(=O)(=O)N(C)C)CC1,-1.2%,0.0%,-2.7%,?,0.5%,i,-0.3%,-6.8%,1.1%
CC(C)(C)C(=O)NC(=S)NNC(=O)c1sc2ccccc2c1Cl,?,-0.7%,5.8µM*,17.8µM*,11.6µM*,/,11.2µM*,-20.0%,5.3%
CCC(C)Sc1ccc([C@H]2N[C@@](C)(C(=O)OC)[C@H]3C(=O)N(CC)C(=O)[C@@H]23)cc1 (some centres not stated),2.8%,4.3%,7.0%,-0.4%,-2.4%,i,1.4%,?,8.8%
COc1ccc(CCN2C(=O)N[C@@H](C(C)C)C2=O)cc1,0.7%,-0.6%,-9.5%,7.8%,-9.3%,i,-3.0%,6.0%,-1.5%
COc1ccc(-c2nc(C)c(CCNC(=O)c3cc(OC)c(OC)c(OC)c3)s2)cc1OC,0.4%,5.4%,/,-17.2%,/,?,0.7%,2.6%,/
CC(=O)C1=C(O)C(=O)N(c2ccc(C)cc2)C1c1ccccn1 (configuration not stated),0.5%,-0.7%,-16.6%,4.2%,0.0%,i,-12.0%,-0.3%,11.7%
Cc1nn(C)c(=S)n1-c1ccc(Cl)cc1,-6.4%,-0.7%,-2.9%,-15.2%,15.1%,i,0.2%,6.1%,5.6%
CCOC(=O)c1c(CN2CCN(Cc3ccccc3)CC2)n(C)c2cc(Br)c(OC)cc12,-9.2%,0.1%,13.7%,?,11.5%,?,-0.3%,0.0%,-1.0%
COc1ccc(-n2nnc3c(=O)n(CC(=O)Nc4ccc5c(c4)OCCO5)cnc32)cc1OC,-12.4%,0.2%,-9.3%,-15.2%,1.8%,i,5.3%,-0.2%,-1.0%
Cc1ccc(NC(=O)C2CCCN(S(=O)(=O)c3cccs3)C2)cc1 (configuration not stated),-3.6%,2.1%,/,-12.3%,116.2%,i,-12.5%,0.0%,-2.0%
O=C1C2C3C=CC(CC3)C2C(=O)N1c1cccc(Br)c1 (configuration not stated),2.2%,-0.4%,-7.8%,-22.2%,3.6%,i,21.2%,-6.9%,12.3%
C=CCNC(=O)C1CC2Cn3c(nc4cc(Cl)c(Cl)cc43)C2N1C (configuration not stated),-0.2%,0.5%,1.8%,14.5%,3.8%,i,1.9%,-0.9%,2.5%
COc1ccc(NC(=O)C2Cc3c(-c4ccc5c(c4)OCO5)ccnc3O2)cc1 (configuration not stated),/,0.7%,/,-9.5%,/,?,-28.1%,-13.0%,11.3%
Clc1ccc(/C=N/Nc2nnc(-c3ncc[nH]3)c3ccccc23)cc1,-21.1%,5.8%,-12.8%,14.5%,9.4%,i,-34.3%,16.9%,-0.5%
COCc1cc(C)nc(N2CCOCC2)c1C#N,4.4%,-0.9%,1.6%,6.2%,6.7%,i,-2.6%,0.1%,-14.3%
CCN(CC)S(=O)(=O)c1cccc(C(=O)OCC(=O)NCc2ccccc2OC)c1,-2.1%,-0.6%,-10.6%,4.6%,13.9%,i,-9.2%,?,-4.8%
CCCC(C)NC(=O)c1cccc(Oc2ccccc2)c1 (configuration not stated),25.8%,3.9%,4.6%,19.2%,22.6%,i,-8.9%,1.5%,-17.4%
COc1ccc(CN2CCNC(=O)C2CC(=O)NCCc2nc(C)c(C)s2)c(OC)c1 (configuration not stated),-2.6%,-0.5%,0.9%,-0.4%,-1.2%,i,-191.6%,-7.1%,4.3%
COc1ccccc1-c1nnc(SCC(=O)NCc2cccs2)n1N,-4.1%,-0.7%,-1.1%,3.5%,-29.1%,i,3.3%,7.9%,5.3%
COc1ccc(CCNC(=O)C2CCN(C(=O)c3ccc(Cl)cc3)CC2)cc1,-0.4%,0.3%,4.5%,0.8%,-0.7%,i,-9.1%,-0.9%,0.0%
O=C1CN=CN=CN1c1ccc(Cl)cc1Cl,4.7%,-0.4%,20.4%,/,-7.9%,i,-0.5%,13.6%,18.7%
Cc1ccnc(SCCn2c(N3CC(C)OC(C)C3)nc3c2c(=O)n(C)c(=O)n3C)n1 (configuration not stated),3.4%,1.7%,13.2%,-18.4%,0.2%,i,2.8%,-1.0%,-2.0%
